PPARg SRC2 recr – agonists of SRC-2 recruitment by human PPARgamma; PPARgamma LBD-SRC-2 recruitment, biochemical; activation, % at 8 µM; hit rate 0.34% among 200,000; in the data active = activation above about 22%;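 also: 0% = vehicle and 100% = reference agonist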
Target sequence (P37231 whole entry, looked up, the tested form may be a part): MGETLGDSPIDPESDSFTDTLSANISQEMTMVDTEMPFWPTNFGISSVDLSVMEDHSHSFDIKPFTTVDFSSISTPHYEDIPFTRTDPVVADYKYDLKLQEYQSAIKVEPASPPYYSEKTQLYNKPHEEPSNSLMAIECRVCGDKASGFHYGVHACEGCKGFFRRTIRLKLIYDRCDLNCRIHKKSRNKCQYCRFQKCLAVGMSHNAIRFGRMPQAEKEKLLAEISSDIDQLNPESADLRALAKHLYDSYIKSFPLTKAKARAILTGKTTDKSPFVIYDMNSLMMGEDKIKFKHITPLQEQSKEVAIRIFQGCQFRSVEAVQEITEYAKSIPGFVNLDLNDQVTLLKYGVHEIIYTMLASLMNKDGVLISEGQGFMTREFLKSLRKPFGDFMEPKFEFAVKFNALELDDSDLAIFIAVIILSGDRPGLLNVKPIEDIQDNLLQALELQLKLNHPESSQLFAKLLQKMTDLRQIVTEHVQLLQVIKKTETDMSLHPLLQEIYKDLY
DTT redox prof – compounds producing H2O2 with reducing agent – biochemical, NIH compound library profiling, artefact control for MLSCN library redox annotation, primary screen. hit rate 0.03% among 200,000. DTT-dependent redox cycling H2O2, phenol red/HRP absorbance; 100% = 100 µM peroxide control, 0% = buffer. activation, % at 10 µM;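 active = activation of at least 50% relative to the plate's high and low controls in the primary single-dose screen; inactive = activation below 50%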;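 also: compound incubated with DTT at 0.8 mM final as the reducing agent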
S1P3 antag – S1P3 (human) receptor antagonism. Q99500. CHO S1P3 NFAT-BLA reporter, FRET fluorescence, antagonist mode. inhibition, % at 4.98 µM. hit rate 0.27% among 170,000. AID 485;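 active = inhibition above the plate cutoff, the mean inhibition of test wells on that plate plus 3 SD, cut at about 28% in these data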;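 also: cells challenged with S1P at its EC80 of 0.8 µM; blue over green emission ratio from cleaved BLA substrate after 4 h stimulation; 0% = S1P-stimulated wells and 100% = unstimulated DMSO-only wells; some compounds past the cut are filed as inactive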
Target sequence (Q99500 whole entry, looked up): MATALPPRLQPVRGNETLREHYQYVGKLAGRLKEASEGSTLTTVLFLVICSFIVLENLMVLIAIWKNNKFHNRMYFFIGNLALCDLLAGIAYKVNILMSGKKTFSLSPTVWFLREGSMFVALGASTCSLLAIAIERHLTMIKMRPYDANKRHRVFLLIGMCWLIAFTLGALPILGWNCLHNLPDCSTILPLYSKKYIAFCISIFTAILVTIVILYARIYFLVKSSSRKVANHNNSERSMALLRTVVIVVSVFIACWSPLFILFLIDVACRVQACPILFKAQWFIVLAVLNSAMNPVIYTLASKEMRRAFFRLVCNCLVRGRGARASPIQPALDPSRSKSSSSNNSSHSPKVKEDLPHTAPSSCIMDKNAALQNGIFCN
ROMK mod – modulators of human ROMK potassium channel; Tet-inducible ROMK, thallium flux fluorescence; actives lie on both sides; B-score at 10 µM; AID 1918; hit rate 2% among 130,000;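 active = signal ratio slope over the read window, or its plate-corrected B-score, at least 3 SD from the plate mean, either direction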;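 also: B-score of the F/F0 ratio slope over 7 to 12 s after thallium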
SRC2 TRFRET art – counter-screen for PPARgamma SRC-2 recruitment agonists: TR-FRET artefact; hits give high values; TR-FRET ratio at 8 µM; hit rate 0.4% among 200,000; AID 1049; in the data active = TR-FRET ratio above about 2000; also: inactives centre near 1500; reference of the scale not given here
bIAP activator – intestinal alkaline phosphatase (bovine) activation | AID 1016 | hit rate 0.17% among 200,000 | purified bovine IAP, CDP-star luminescence, 30 min; hits give high values; fold of DMSO-control signal, blank-subtracted | activation factor at 20 µM;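 active = activation factor of 2 or more at 20 µM, a signal rise over negative controls twice the positive control's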
PPARg SRC-3 ag – PPARgamma-driven SRC-3 recruitment agonism; P37231; biochemical PPARgamma/SRC-3 coactivator recruitment assay; hit rate 0.26% among 200,000; activation, % at 8 µM; in the data active = activation above about 23%;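 also: 0% = DMSO and 100% = reference agonist; some compounds past the cut are filed as inactive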
TLR4 MyD88 comp – inhibitors of human TLR4-MyD88 binding | O00206+Q99836 | hit rate 0.18% among 200,000 | inhibition, % at 8.4 µM | HeLa CL3-4 TLR4/MyD88 BLA complementation, FRET ratio | AID 861; in the data active = inhibition above about 25%;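 also: 0% = vehicle and 100% = reference inhibitor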
bIAP inh – intestinal alkaline phosphatase (bovine) inhibition | purified bovine IAP, CDP-star luminescence, 30 min | inhibition, % at 20 µM | 190,000 tested, under 10 active | AID 1019;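 active = over 50% inhibition of intestinal alkaline phosphatase at 20 µM in the single-dose screen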
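System: Purified bovine intestinal alkaline phosphatase (IAP) enzyme | Input: IAP diluted 1/65,000,000 in the well | Also added: CDP-star chemiluminescent phosphatase substrate, 30 µM final | Dosing: 20 µM single dose | Times: Enzyme reaction for 30 min at room temperature | Detection: Luminescence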
Lmaj promast – reduces viability of Leishmania major promastigotes; resazurin fluorescence viability; inhibition, % at 10 µM; hit rate 9% among 200,000; in the data active = inhibition above about 50%;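 also: promastigotes grown with compound for 44 hours at 28 °C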
PPARg SRC-1 ag – PPARgamma-driven SRC-1 recruitment agonism; P37231; PPARgamma-SRC-1 coactivator recruitment biochemical assay; activation, % at 8 µM; hit rate 0.41% among 200,000; AID 631; in the data active = activation above about 19%;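 also: 0% = DMSO and 100% = reference agonist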
Numbers without * were called inactive; . = not tested or not shown. Compounds as they come, and some 11% of all compounds hit somewhere here.

nr	Structure	PPARg SRC2 recr	DTT redox prof	S1P3 antag	ROMK mod	SRC2 TRFRET art	bIAP activator	PPARg SRC-3 ag	TLR4 MyD88 comp	bIAP inh	Lmaj promast	PPARg SRC-1 ag
1	Cc1ccc(O)c(-c2cc(-c3cccc(F)c3)n[nH]2)c1	12	0.3	.	-0.16	1609	1.3	9	-3	-26	99*	6
2	Cc1cccc(NC(=O)Cn2c(O)c(N=NC(=O)c3ccncc3)c3ccccc32)c1	4	-1.8	-11	0.74	1573	1	2	13	0	1	4
3	O=C1CCCCC1Sc1nnc(-c2ccc3c(c2)OCO3)o1 (stereo not drawn)	9	-2.8	7	-0.076	1849	1	1	-6	3	5	5
4	CC(C)Oc1ccc(Br)cc1/C=N\NC(N)=S	0	0.0	-4	-0.037	1452	1.1	4	4	-11	17	-4
5	CCCCCNCC(=O)Nc1cccc(C(=O)Nc2cccc(C(F)(F)F)c2)c1	-3	0.4	-17	0.031	1559	1	-1	-9	1	27	1
6	COc1ccc(/C=N/NC(=O)c2snnc2C)c(OC)c1OC	-1	0.1	-16	0.22	1517	0.9	4	7	7	16	-1
7	COc1ccc(N2CCN(C(=O)CN(C3CCCCC3)S(C)(=O)=O)CC2)cc1	5	-1.1	1	-0.42	1637	1	3	-2	3	-3	-3
8	CCOC(=O)N1CCN(c2nc(=S)n(-c3ccccc3)c(C)c2C(C)=O)CC1	5	1.7	-40	-0.23	1465	1.1	-5	-9	-12	-6	-3
9	Cc1ccc(S(=O)OCC(=O)Nc2cc(Cl)ccc2N2CCOCC2)cc1 (stereo not drawn)	1	-0.8	-21	-0.021	1527	1.1	-4	0	-8	99*	4
10	Cc1c(Cl)cccc1NC(=S)N(Cc1ccccc1)Cc1cccnc1	5	-2.8	6	-0.13	1815	1.1	3	1	-9	90*	5
11	Fc1ccc(-c2ccnc(=S)[nH]2)cc1	-1	-1.3	.	.	1703	0.6	-1	4	44	1	2
12	COc1ccc(-c2cc(=O)c3cc(OC)c(OC)cc3[nH]2)cc1	8	0.4	-3	0.52	1449	1	-2	-5	-1	-1	3
13	CCc1cccc(CC)c1NC(=O)CSc1nnc(CCC(=O)O)c(=O)[nH]1	-6	0.0	-2	-0.29	1589	1.2	2	-2	-16	-9	-1
14	CN(C)S(=O)(=O)c1ccc(-c2ccccc2)cc1	9	-0.4	22	-0.21	1575	1.3	2	-9	-25	-12	2
15	O=c1[nH]ncc(N/N=C\c2cccs2)c1Cl	-1	0.1	-23	-0.17	1594	1	-4	-5	-2	-4	0
16	Cc1c(NS(=O)(=O)c2ccc3c(c2)n(C)c(=O)n3C)c(=O)n(-c2ccccc2)n1C	-7	0.8	-18	-0.12	1368	1	2	-4	5	-6	0
17	COc1ccc(Cl)cc1C(=O)NNC(=O)CCNC(C)=O	4	-1.1	-21	0.38	1773	1	0	-5	-3	1	8
18	N#Cc1cccc(NC(=O)Cc2ccccc2)c1	3	-0.2	-17	-0.68	1446	1	2	-10	-2	-2	3
19	Cc1c(-n2c(O)c(C3=c4ccccc4=NC3=O)sc2=O)c(=O)n(-c2ccccc2)n1C	-6	-0.3	-22	0.11	1643	1	-2	-5	-4	1	4
20	COc1ccccc1N1CCN(c2nc(C)nc3c2oc2ccccc23)CC1	-6	-0.4	-3	.	1440	1.1	0	16	-13	29	7
21	CCS(=O)(=O)N1CCCC(C(=O)NCc2ccccc2Cl)C1 (stereo not drawn)	4	0.4	-12	.	1412	1	-6	9	4	-1	-2
22	Cc1cc(C)n(CC(C)NC(=O)c2cc(COc3c(F)cccc3F)on2)n1 (stereo not drawn)	4	-1.2	1	1.1	1560	0.9	3	9	5	-3	2
23	CCOC(=O)NC(NC(=O)OCC)C(=O)c1ccccc1	-12	-1.3	-60	.	1457	1	2	-7	4	3	8
24	COc1ccccc1N1CCN(C(=O)Cn2nnc(-c3ccncc3)n2)CC1	5	2.1	1	.	1522	1	1	7	0	-4	-3
25	CCOc1ccc2nc(SCC(=O)c3ccccc3)sc2c1	5	0.2	.	-0.046	1468	0.9	-2	-3	7	-3	5

Single records, from the list above. Values in the order: PPARg SRC2 recr | DTT redox prof | S1P3 antag | ROMK mod | SRC2 TRFRET art | bIAP activator | PPARg SRC-3 ag | TLR4 MyD88 comp | bIAP inh | Lmaj promast | PPARg SRC-1 ag
Cc1c(Cl)cccc1NC(=S)N(Cc1ccccc1)Cc1cccnc1 as listed: 5 | -2.8 | 6 | -0.13 | 1815 | 1.1 | 3 | 1 | -9 | 90* | 5
CC(C)Oc1ccc(Br)cc1/C=N\NC(N)=S as listed: 0 | 0.0 | -4 | -0.037 | 1452 | 1.1 | 4 | 4 | -11 | 17 | -4
COc1ccc(Cl)cc1C(=O)NNC(=O)CCNC(C)=O as listed: 4 | -1.1 | -21 | 0.38 | 1773 | 1 | 0 | -5 | -3 | 1 | 8
O=c1[nH]ncc(N/N=C\c2cccs2)c1Cl as listed: -1 | 0.1 | -23 | -0.17 | 1594 | 1 | -4 | -5 | -2 | -4 | 0
Cc1ccc(O)c(-c2cc(-c3cccc(F)c3)n[nH]2)c1 as listed: 12 | 0.3 | . | -0.16 | 1609 | 1.3 | 9 | -3 | -26 | 99* | 6

Next section
nr	Structure	PPARg SRC2 recr	DTT redox prof	S1P3 antag	ROMK mod	SRC2 TRFRET art	bIAP activator	PPARg SRC-3 ag	TLR4 MyD88 comp	bIAP inh	Lmaj promast	PPARg SRC-1 ag
26	O=C(Nc1ccc(F)cc1)Nc1ccc(N2CCCC2)c(S(=O)(=O)Nc2ccccc2Cl)c1	-3	-0.1	-6	-0.54	1498	1	4	-3	-1	98*	3
27	CCOc1ccc(NC(=O)CN2C(=O)COc3ccc(Cl)cc32)cc1	-9	-0.5	-2	.	1577	1	-6	12	1	3	-5
28	COc1ccc2nc3oc(C(=O)N4CCC(C(N)=O)CC4)cc3cc2c1	3	-0.3	8	.	1659	1.1	7	-12	-9	5	12
29	O=C(CCC1CCCN(C(=O)c2cc(C3CC3)[nH]n2)C1)N1CCN(c2ccccn2)CC1 (stereo not drawn)	4	-0.1	10	-1.2	1533	1.2	-5	-6	-25	-4	2
30	Nc1ccc(C(=O)OCc2nc3ccccc3[nH]2)cc1	2	2.4	8	-0.33	1435	0.9	-11	0	8	-1	-6
31	Cc1cc(C(=O)N/N=C/c2ccco2)c2ccccc2n1	6	-0.5	-4	.	1621	0.8	6	-7	22	15	4
32	CCn1ncc(CNC(=O)c2cccc([N+](=O)[O-])c2)c1C	-9	0.4	-4	.	1647	1	0	10	-2	-4	-4
33	Cc1c(Br)c(=O)[nH]c(=O)n1COCc1ccccc1	1	-1.8	7	0.66	1498	1	0	-7	0	-6	1
34	CC(=O)C1=C(c2cccc([N+](=O)[O-])c2)N(C(C)=O)n2c(C)nnc2S1	10	-1.3	-27	-2.2	1623	1.2	3	-2	-17	35	1
35	COC(=O)c1[nH]c2cccc(C)c2c1NC(=O)CN1CCCc2ccccc21	5	1.7	-4	.	1429	0.9	3	-2	7	-9	-4
36	Nc1ccc(S(=O)(=O)c2cccc(N)c2)cc1	8	0.6	12	-0.011	1758	0.9	10	3	11	-8	4
37	COCCNCC(=O)C12CC3CC(CC(C3)C1)C2	-8	-0.2	11	.	1488	1	-13	1	2	8	-5
38	Nc1ccccc1Oc1ccc2ccccc2c1	-1	-0.3	-7	0.74	1554	1.1	3	-1	-9	-1	7
39	CCC(=O)N1CCN(c2ccc(NC(=O)c3cc4ccccc4o3)cc2)CC1	-3	0.7	.	.	1735	1	2	-8	-3	1	8
40	Cn1c(=O)c2c3c(sc2n2c(SCC(N)=O)nnc12)CC(C(C)(C)C)CC3 (stereo not drawn)	13	1.3	.	0.69	1660	1	-2	9	1	48	5
41	COc1ccc(C2C(C#N)=C(N)OC3=C2C(=O)CC(C)(C)C3)cc1Cn1nc(C)c([N+](=O)[O-])c1C (stereo not drawn)	7	-0.5	1	.	1618	0.9	3	-3	9	34	2
42	O=C(C1COc2ccccc2O1)N1CCN(c2ccccc2F)CC1 (stereo not drawn)	-3	-1.3	15	-1.7	1440	1	-7	20	3	20	2
43	CC1=C(C(=O)OCc2ccccc2)C(c2ccc(Cl)cc2Cl)NC(=O)N1CCCC(=O)O (stereo not drawn)	9	0.3	-10	-0.83	1511	0.9	3	3	14	-8	1
44	CCn1cc([N+](=O)[O-])c(C(=O)Nc2c(C)nn(Cc3c(F)c(F)c(F)c(F)c3F)c2C)n1	3	0.1	.	.	1697	1	1	-2	2	-2	7
45	C=CCOc1ccc2ccccc2c1/C=N/O	6	0.3	.	1.6	1642	0.7	4	5	28	51*	0
46	CN(C)S(=O)(=O)c1cccc(C(=O)OCC(=O)c2ccc3c(c2)NC(=O)CO3)c1	5	0.9	.	.	1606	1	17	-2	4	-7	5
47	COc1ccc(-c2cc(C(=O)N3CC4(C)CC3CC(C)(C)C4)no2)cc1 (stereo not drawn)	-3	0.6	.	0.39	1310	1	-11	-3	0	15	0
48	C/C(=N\NS(=O)(=O)c1cccc([N+](=O)[O-])c1)c1cc2ccccc2o1	4	0.0	.	0.49	1431	1	8	9	3	-6	0
49	O=C(CSc1ncnc2sc3c(c12)CCCC3)N1CCC(c2noc3ccc(F)cc23)CC1	-1	4.6	4	.	1656	1	7	-16	-4	49	7
50	CCOC(=O)c1cccc(NC(=O)CSc2nnc(-c3cccnc3)n2CC)c1	2	4.5	21	.	1463	1	9	8	-4	5	3

3 compounds from above, arranged by the number in TLR4 MyD88 comp, rising:
item | SMILES | TLR4 MyD88 comp
35 | COC(=O)c1[nH]c2cccc(C)c2c1NC(=O)CN1CCCc2ccccc21 | -2
38 | Nc1ccccc1Oc1ccc2ccccc2c1 | -1
37 | COCCNCC(=O)C12CC3CC(CC(C3)C1)C2 | 1

Continuation:
nr	Structure	PPARg SRC2 recr	DTT redox prof	S1P3 antag	ROMK mod	SRC2 TRFRET art	bIAP activator	PPARg SRC-3 ag	TLR4 MyD88 comp	bIAP inh	Lmaj promast	PPARg SRC-1 ag
51	COc1ccc(CNC(=O)/C=C/c2ccc(S(=O)(=O)NCc3ccco3)cc2)cc1OC	4	0.3	-7	0.046	1515	0.4	0	14	.	68*	-9
52	CCCOC(=O)Cc1n[nH]c(=O)[nH]c1=O	2	1.5	8	.	1487	0.9	3	5	9	-8	-2
53	O=C(Cc1ccc(Cl)cc1)N/N=C1\CCCc2ccccc21	-2	2.2	.	.	1487	0.9	-8	-8	7	3	9
54	COc1cc2cc(C(=O)O)n(C)c2c(OC)c1OC	15	0.1	-2	0.095	1831	1	9	-10	1	-4	10
55	Cc1nc2ccc(Cc3ccc4nc(C)[nH]c4c3)cc2[nH]1	2	1.0	.	0.3	1516	0.9	-9	10	7	-4	0
56	O=[N+]([O-])c1ccc(Nc2ccc(F)cc2)nc1	13	-0.5	12	-0.51	1620	0.8	3	-17	25	1	7
57	CCn1c(Cc2ccccc2)nnc1SCC(=O)Nc1ccc2c(c1)OCCO2	-1	-2.0	17	-0.19	1546	1	2	1	-4	0	2

Source: PubChem
